# GPR151 activ: activators of human GPR151, primary screen, cell-based, PathHunter beta-arrestin, luminescence; activation, % at 11.2 µM; 1% of 650,000 active; AID 1508602, 2020; PathHunter beta-arrestin GPR151 cells; in the data active = activation above about 4.9%;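 also: 0% = median of compound wells and 100% = cells with positive control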
# Target sequence (Q8TDV0 whole entry, looked up): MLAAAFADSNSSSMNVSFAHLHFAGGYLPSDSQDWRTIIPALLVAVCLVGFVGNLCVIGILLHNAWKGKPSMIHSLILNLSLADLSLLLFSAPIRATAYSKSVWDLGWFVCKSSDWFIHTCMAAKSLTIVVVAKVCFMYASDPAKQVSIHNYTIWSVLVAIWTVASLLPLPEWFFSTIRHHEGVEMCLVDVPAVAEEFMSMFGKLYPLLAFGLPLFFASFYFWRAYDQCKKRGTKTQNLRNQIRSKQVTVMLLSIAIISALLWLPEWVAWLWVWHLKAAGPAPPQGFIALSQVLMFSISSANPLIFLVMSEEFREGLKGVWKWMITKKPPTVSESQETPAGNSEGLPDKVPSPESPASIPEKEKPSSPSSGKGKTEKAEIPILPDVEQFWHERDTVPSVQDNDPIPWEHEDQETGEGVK
# FBW7 act: FBW7 E3 ligase activators, primary screen, biochemical, AlphaScreen, human; AID 1259310, 2017; 0.13% of 650,000 active; F-box/WD repeat-containing protein 7 (Homo sapiens), Q969H0; normalized activity (activation), % at 26.1 µM; AlphaScreen FBW7–phospho-cyclin E peptide binding, activator screen; in the data active = normalized activity above about 1.9%;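 also: purified mutant Fbw7 with reduced substrate affinity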
# MITF primary: MITF inhibitors, primary screen, biochemical, AlphaScreen, human. 0.91% of 650,000 active. AID 1259374, 2018. inhibition, % at 2.6 µM. Microphthalmia-associated transcription factor (Homo sapiens), O75030. AlphaScreen MITF homodimerization, bead proximity signal; in the data active = inhibition above about 50%;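 also: 0% = vehicle wells with protein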
# Target sequence (O75030 whole entry, looked up): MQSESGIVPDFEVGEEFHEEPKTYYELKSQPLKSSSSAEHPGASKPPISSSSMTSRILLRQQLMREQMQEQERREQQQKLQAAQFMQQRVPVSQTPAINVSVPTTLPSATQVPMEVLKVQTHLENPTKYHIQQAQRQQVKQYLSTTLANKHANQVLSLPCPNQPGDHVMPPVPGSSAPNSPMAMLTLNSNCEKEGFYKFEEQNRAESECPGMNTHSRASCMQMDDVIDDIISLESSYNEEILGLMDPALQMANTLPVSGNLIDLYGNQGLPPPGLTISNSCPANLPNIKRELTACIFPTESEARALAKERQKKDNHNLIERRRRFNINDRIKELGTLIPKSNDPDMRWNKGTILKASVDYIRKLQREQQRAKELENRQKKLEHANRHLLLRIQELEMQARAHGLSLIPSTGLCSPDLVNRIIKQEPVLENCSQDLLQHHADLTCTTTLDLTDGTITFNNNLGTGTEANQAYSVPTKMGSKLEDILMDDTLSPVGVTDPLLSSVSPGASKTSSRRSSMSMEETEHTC
# TEAD-YAP block: TEAD-YAP interaction inhibition, primary screen, TEAD-YAP interaction inhibitor project, luminescence, HEK-TIYL cells. TEAD-Gal4/YAP UAS-luciferase luminescence. inhibition, % at 9.12 µM. 1.4% of 640,000 active; in the data active = inhibition above about 32%;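 also: 0% = median of test compound wells and 100% = reference inhibitor wells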
# Active calls of the source: *.
(1) Cc1cccc(C(=O)OCC(=O)Nc2ccc(C(N)=O)cc2)c1O
(2) CC(=O)N1CCc2c([nH]c3ccccc23)C12CCN(CCCOc1ccccc1)CC2
(3) COc1ccc(CNc2nc3nc(C)c(C)c(=O)n3[nH]2)cc1
(4) COc1ccc(OCC(=O)NNC(=O)c2ccc(C(C)(C)C)cc2)cc1
(5) CCCNC(=O)C1CC2CCCN2C12C(=O)N(C)c1ccccc12 (stereo not given)
Assay by compound,1,2,3,4,5
GPR151 activ,0.4,-0.7,5.5*,0.7,1.4
FBW7 act,0.7,-1.0,0.0,0.1,0.0
MITF primary,-74,16,-12,-6,-6
TEAD-YAP block,0,30,-11,-1,-8

(6) Nc1c(C(=O)Nc2ccccc2F)c2ccccn2c1C(=O)c1ccc(Br)cc1
(7) FC(F)Oc1ccccc1/C=N/Nc1nc2ccccc2o1
(8) Oc1ccc(Cl)cc1C1=Nc2ccccc2N=C(c2ccc(Cl)cc2)C1
(9) COc1ccc(CNC(=O)c2cc3nc(-c4ccc(Cl)c(Cl)c4)cc(C(F)(F)F)n3n2)cc1
(10) CSc1cc(C)c2c(c1)COC1(CCN(C(=O)Nc3ccc(C#N)cc3)CC1)O2
Assay by compound,6,7,8,9,10
GPR151 activ,-1.4,-1.1,2.0,0.1,1.8
FBW7 act,0.2,-0.2,-0.2,-0.1,0.2
MITF primary,15,-8,-9,-1,-8
TEAD-YAP block,6,-46,-18,-9,-9

(11) CS(=O)(=O)N1CCCc2ccc(NC(=O)Nc3ccc(Cl)cc3)cc21
(12) Cc1cc(NCCc2ccc(S(N)(=O)=O)cc2)nc2c(C)cccc12
(13) Cc1ccc(OCc2ccc(C(=O)Nc3cccc(Br)c3)cc2)cc1
(14) CCOc1ccc(NC(=O)CC2C(=O)N(c3ccc(Cl)cc3)C(=S)N2CCCN2CCCCC2)cc1 (stereo not given)
(15) Cc1ccc(C(=O)Nc2ccc(F)cc2)o1
Assay by compound,11,12,13,14,15
GPR151 activ,0.3,1.3,-1.3,-0.6,-0.2
FBW7 act,-0.1,0.3,0.0,0.0,-0.1
MITF primary,-7,7,-3,8,5
TEAD-YAP block,29,-3,-6,-10,-34

(16) Fc1ccc(C2Oc3ccc(Cl)cc3C3=C2C(c2cccnc2)n2nnnc2N3)cc1 (stereo not given)
(17) COC(=O)Cc1nc(Nc2ccccc2F)c2c(C)c(C)sc2n1
(18) O=C(Nc1ccccn1)C1(c2cccs2)CCOCC1
(19) CCOC(=O)C1=C(C)N=c2s/c(=C\c3ccccc3OCc3ccc(Cl)cc3)c(=O)n2C1c1ccc(Cl)cc1 (stereo not given)
(20) CCc1nnc(NC(=O)CSc2nc3ccccc3[nH]2)s1
Assay by compound,16,17,18,19,20
GPR151 activ,-0.4,1.9,1.4,0.4,0.7
FBW7 act,1.0,0.0,0.4,0.2,-0.1
MITF primary,2,-11,14,-3,2
TEAD-YAP block,0,2,6,5,0

(21) Cc1cc(C(=O)O)ccc1-n1c(C)cc(/C=C(/C#N)C(=O)NC(C)C)c1C
(22) COc1ccccc1C1=N/C(=C\c2ccc(Br)cc2)C(=O)O1
(23) COC(=O)c1cc2c(=O)n3ccccc3nc2n(CCO)c1=N
(24) O=C(Cc1ccc(F)cc1)N/N=C/c1ccccn1
(25) COc1ccc(C2/C(=C(/O)c3ccccc3)C(=O)C(=O)N2c2ccc(F)cc2)c(OC)c1 (stereo not given)
Assay by compound,21,22,23,24,25
GPR151 activ,-1.0,1.6,-0.2,0.1,0.8
FBW7 act,0.8,0.8,0.0,-0.1,0.1
MITF primary,25,18,14,-13,6
TEAD-YAP block,10,-6,2,-1,5

(26) Cc1ccc(CNC(=O)Cn2nnc(-c3ccc(NC(=O)c4ccccc4F)cc3)n2)cc1
(27) CCOC(=O)c1[nH]c(C)c(C(=O)NCc2ccccc2OC)c1C
(28) CCOC(=O)N1CCN(C(=O)c2cc3n(n2)C(C(F)(F)F)CC(c2ccc(OC)cc2)N3)CC1 (stereo not given)
(29) Cc1nc(NC2CCN(C(=O)C3(c4ccccc4)CC3)CC2)[nH]c(=O)c1C
(30) Cc1nc2ccc(Cl)cc2c2c(N)c3ccccc3n12
Assay by compound,26,27,28,29,30
GPR151 activ,-0.3,-0.3,-0.2,-0.3,1.9
FBW7 act,0.1,-0.1,0.1,0.2,0.1
MITF primary,1,15,7,0,4
TEAD-YAP block,-10,3,-1,14,5

(31) CCCCN(CC(=O)NC(=O)NCc1ccccc1)c1ccccc1
(32) O=C1N[C@@H](Cc2ccc(O)cc2)C(=O)N2C[C@@H](NCc3ccc(Cl)s3)C[C@@H]12
(33) CCSc1nc2ccc([N+](=O)[O-])cc2[nH]1
(34) COC(=O)c1ccc(C(=O)Nc2ccc(N)cc2N)cc1
(35) Cc1ccc(NC(=O)CCC(=O)n2nc(C)cc2C)c(C)c1
Assay by compound,31,32,33,34,35
GPR151 activ,-0.9,0.9,-0.6,-0.5,-0.2
FBW7 act,0.6,0.2,0.2,-0.2,0.3
MITF primary,20,3,-3,14,14
TEAD-YAP block,-7,10,-5,-2,4

(36) CC(=O)c1cccc(-c2ccc(C(=O)NCc3cccnc3)s2)c1
(37) Cc1ccc(C(c2nnnn2CCc2ccccc2)N2CCN3CCCC3C2)cc1 (stereo not given)
(38) CC1CC(C)CN(S(=O)(=O)c2ccc(C(=O)Nc3sc4c(c3C#N)CCC4)cc2)C1 (stereo not given)
(39) CC(=O)C1=NN(c2ccc(Cl)cc2)C(c2cccs2)N1c1ccc(Cl)cc1 (stereo not given)
(40) CC(C)c1ccc2oc(-c3ccc(NC(=O)COc4ccc5ccccc5c4)cc3)nc2c1
Assay by compound,36,37,38,39,40
GPR151 activ,-0.1,-1.1,-1.2,0.8,0.2
FBW7 act,0.4,0.9,0.0,1.3,-0.1
MITF primary,11,10,1,-37,2
TEAD-YAP block,-7,0,-5,-5,42*

(41) Cc1ccc(CNC(=O)CCNS(=O)(=O)c2ccc(Br)s2)cc1
(42) O=C(Cn1cc([N+](=O)[O-])cn1)Nc1nc2ccccc2n1CCN1CCCCC1
(43) CC(C)OCCCNC(=O)c1ccc2c(c1)OCO2
(44) COc1ccccc1CCNC(=O)C1CC12CCN(Cc1cccc(O)c1)CC2 (stereo not given)
(45) CCCN1C(=O)C2C(C(=O)Nc3ccc(OC)cc3)C3C=CC2(O3)C1C(=O)NC1CCCC(C)C1C (stereo not given)
Assay by compound,41,42,43,44,45
GPR151 activ,-0.5,0.5,-0.5,-1.6,0.4
FBW7 act,0.0,-0.3,0.0,0.0,0.2
MITF primary,4,12,2,12,6
TEAD-YAP block,5,-3,-40,5,5

(46) CCOc1ccc(-n2cc(-c3ccccc3)c3c(Nc4ccc(OC)cc4)ncnc32)cc1
(47) O=C(NCC(c1cccs1)N1CCOCC1)c1ccc([N+](=O)[O-])cc1 (stereo not given)
(48) CCCN1CCC(N2CCN(c3ccccc3OC)CC2)CC1
(49) N#CC1=C(N)N(c2ccccc2)C2=C(C(=O)CCC2)C1c1cccs1 (stereo not given)
(50) Cc1nccc2[nH]c(=O)c(C(=O)NCCC3=CCCCC3)cc12
Assay by compound,46,47,48,49,50
GPR151 activ,-0.9,-0.3,1.0,0.8,-0.3
FBW7 act,-0.1,0.2,-0.1,-0.3,-0.1
MITF primary,3,2,-12,0,1
TEAD-YAP block,4,-4,1,7,-2

(51) CS(=O)(=O)N1CCC[C@H]1Cn1nc(-c2ccc(F)cc2)ccc1=O
(52) Cc1ncc(CO)c2cc(S(=O)(=O)c3ccc(F)cc3)c(=O)oc12
(53) CCn1c(CCNC(=O)Nc2ccc(Cl)c(C(F)(F)F)c2)nnc1SC
(54) CCCN1C(SCC(=O)NC2CCCCC2)=NS(=O)(=O)c2ccccc21
(55) O=C1N[C@@H](Cc2ccc(O)cc2)C(=O)N2CCN(C(=O)c3ccc(F)cc3)C[C@H]12
Assay by compound,51,52,53,54,55
GPR151 activ,-0.9,1.0,-0.5,0.6,-0.3
FBW7 act,0.1,-0.1,0.0,0.9,0.3
MITF primary,1,1,8,10,16
TEAD-YAP block,0,-3,7,-1,1

(56) CC1CCN(C(=O)Cn2cc(SCC(N)=O)c3ccccc32)CC1
(57) Cc1cc(C)n2c(n1)c(C#N)c1ccc([N+](=O)[O-])cc12
(58) COc1ccc(C(=O)N2CCN(c3cccc(C(F)(F)F)c3)CC2)cc1[N+](=O)[O-]
(59) COc1cc(-c2nc3sc4c(c3c(=O)[nH]2)CCCC4)ccc1OCc1ccccc1Cl
(60) O=C(CC(c1ccccc1)N(C(=O)Nc1ccccc1Cl)c1ccccc1)C1CC1 (stereo not given)
Assay by compound,56,57,58,59,60
GPR151 activ,0.8,1.3,0.9,-1.6,0.3
FBW7 act,0.1,0.2,0.2,0.2,0.1
MITF primary,-8,12,5,-3,7
TEAD-YAP block,1,10,8,-1,1

(61) Cc1cn2c(=O)c(C(=O)Nc3ccccc3C(N)=O)cnc2s1
(62) COc1ccc(CC2(CCC(=O)NC(C)Cn3ccc4ccccc43)CCC(=O)N2)cc1 (stereo not given)
(63) COC(C(=O)N/N=C/c1ccccc1Br)c1ccccc1 (stereo not given)
(64) CC(C)Cc1cc(C(=O)Nc2ccc3c(c2)OCO3)no1
(65) CCOc1ccc2nc(N3CCCN(Cc4ccc(NC(C)=O)cc4)CC3)nc(C)c2c1
Assay by compound,61,62,63,64,65
GPR151 activ,-1.1,1.6,0.4,0.0,1.3
FBW7 act,0.5,-0.1,0.5,0.0,0.5
MITF primary,18,10,2,1,-5
TEAD-YAP block,-14,-4,1,-49,13

(66) Cc1cc[n+]2c(c1)ncc1c2[nH]c(=O)n1-c1ccccc1
(67) CN1CCN(C(=O)c2ccc(-c3nccc(NCc4nc5ccccc5[nH]4)n3)cc2)CC1
(68) CCC(=O)NC(Nc1c(C)n(C)n(-c2ccccc2)c1=O)(C(F)(F)F)C(F)(F)F
(69) CCC(Sc1nc(C)cc(C)n1)C(=O)Nc1ccccc1C#N (stereo not given)
(70) Cc1ccc(-c2cc(C(=O)Nc3ccccc3Cl)c3cccc(Cl)c3n2)cc1C
Assay by compound,66,67,68,69,70
GPR151 activ,0.0,-1.3,-0.2,-1.4,-0.1
FBW7 act,0.3,0.3,0.0,-0.1,-0.1
MITF primary,-11,1,6,-17,2
TEAD-YAP block,-1,-1,6,3,-4

(71) O=C(Nc1ccnn1C1CCN(CCCc2ccccc2)CC1)C1CC1
(72) COc1cc(C(C)=O)ccc1Oc1ncccn1
(73) COc1ccc(NC(=O)/C(=C/c2ccc3c(c2)OCO3)NC(=O)c2ccccc2OC)cc1
(74) COc1cc(Cl)cc(/C=C2/NC(=O)NC2=O)c1O
(75) COc1ccc(CCNc2ncnc3nc(Nc4ccncn4)[nH]c23)cc1
(76) COc1ccccc1N1CCN(c2ncc(C(=O)NCc3cccnc3)c3ccccc23)CC1
(77) COc1ccc(Nc2nc3ccc(Cl)cc3n3cnnc23)c(OC)c1
(78) COc1cc(C2c3c(oc4cc(C)c(C)cc4c3=O)C(=O)N2CCCN(C)C)ccc1O (stereo not given)
Assay by compound,71,72,73,74,75,76,77,78
GPR151 activ,-1.6,1.4,-1.1,0.1,0.4,0.5,-0.5,-0.6
FBW7 act,0.1,-0.1,0.0,-0.2,-0.1,-0.1,0.1,0.3
MITF primary,17,-3,-4,1,8,-11,4,26
TEAD-YAP block,-13,6,0,-1,0,37*,4,2

# Entries from the list above containing a thiophene ring, fused or not:
(17) COC(=O)Cc1nc(Nc2ccccc2F)c2c(C)c(C)sc2n1
(18) O=C(Nc1ccccn1)C1(c2cccs2)CCOCC1
(32) O=C1N[C@@H](Cc2ccc(O)cc2)C(=O)N2C[C@@H](NCc3ccc(Cl)s3)C[C@@H]12
(36) CC(=O)c1cccc(-c2ccc(C(=O)NCc3cccnc3)s2)c1
(38) CC1CC(C)CN(S(=O)(=O)c2ccc(C(=O)Nc3sc4c(c3C#N)CCC4)cc2)C1 (stereo not given)
(39) CC(=O)C1=NN(c2ccc(Cl)cc2)C(c2cccs2)N1c1ccc(Cl)cc1 (stereo not given)
(41) Cc1ccc(CNC(=O)CCNS(=O)(=O)c2ccc(Br)s2)cc1
Assay by compound,17,18,32,36,38,39,41
GPR151 activ,1.9,1.4,0.9,-0.1,-1.2,0.8,-0.5
FBW7 act,0.0,0.4,0.2,0.4,0.0,1.3,0.0
MITF primary,-11,14,3,11,1,-37,4
TEAD-YAP block,2,6,10,-7,-5,-5,5

(47) O=C(NCC(c1cccs1)N1CCOCC1)c1ccc([N+](=O)[O-])cc1 (stereo not given)
(49) N#CC1=C(N)N(c2ccccc2)C2=C(C(=O)CCC2)C1c1cccs1 (stereo not given)
(59) COc1cc(-c2nc3sc4c(c3c(=O)[nH]2)CCCC4)ccc1OCc1ccccc1Cl
Assay by compound,47,49,59
GPR151 activ,-0.3,0.8,-1.6
FBW7 act,0.2,-0.3,0.2
MITF primary,2,0,-3
TEAD-YAP block,-4,7,-1

# High-throughput results deposited in PubChem BioAssay by The Scripps Research Institute Molecular Screening Center.
